# From PubChem BioAssay
# Yfh1-depleted yeast = mitochondrial function rescue without frataxin homolog – Friedreich's ataxia, plus single-dose screen, dose response (AID 1465); S. cerevisiae Yfh1-off respiration, WST-1 reduction, 72 h; higher fold induction means a stronger effect; one-dose fold induction at 50 µM; EC50 in µM for titrated hits; 0.074% of 220,000 active;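 active = fold induction of absorbance versus untreated yeast above a set limit, then at least 30% activation at any dose in follow-up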;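 note: activators that raise dye reduction in frataxin-depleted yeast; strong numbers were not always called active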
# Dynein transport = blocks dynein driven cargo transport along microtubules; z-score, hits read low; 0.47% of 220,000 active; AID 1381; 3617.4 mouse cells, GR-EGFP nuclear translocation imaging; test concentration mostly 20 µM; stimulated with dexamethasone, 1 µM; stronger effect = lower value;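 active = plate z-score of nuclear minus cytoplasmic receptor signal below a set negative limit, without overly bright fluorescence or cell loss, cut at about -3.5 in these data, passing the limit was not always enough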;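 note: z-score of nuclear minus cytoplasmic ring GR-EGFP intensity difference per well; some compounds called inactive have numbers as strong as hits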
#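 Medium: Induction medium lacking tetracycline, stripped serum | Probe or stimulus: 1.0 µM final dexamethasone stimulus | Schedule: 48 h induction, then 1 h compound, then 30 min agonist, 37 °C | Signal: Automated 10x imaging of fixed Hoechst-stained cells | Evaluation: Per-cell GR-EGFP intensity, nucleus versus surrounding cytoplasmic ring, well-averaged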
# WT yeast gro inh = growth inhibition of WT yeast, mitochondrial fusion screen | 2.1% of 190,000 active | inhibition, % at 10 µM | mitochondrial fusion phenotypic screen, WT strain | AID 1362; in the data active = inhibition above about 58%; tested in S. cerevisiae
# Hep lipid drop = modulators of hepatic lipid droplet formation | AML12 mouse hepatocytes, oleate lipid droplets, BODIPY imaging | inhibition, % at 6.5 µM | 0.4% of 240,000 active | AID 1656;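 active = lipid droplet intensity inhibited by at least 50%, with more than 500 cells counted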
#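 System: AML12 hepatocytes (mouse). Probe or stimulus: oleic acid at 100 µM to induce lipid droplet formation. Times: overnight treatment with compound plus oleate. Detection: Image-based BODIPY and DAPI two-channel analysis. Evaluation: percent inhibition of filter-corrected integrated lipid droplet intensity per well.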
# Autophagy mod = alters autophagy in cells; 0.98% of 190,000 active; calls only at 10 µM (by protocol); MEF GFP-LC3 puncta imaging; test concentration mostly 10 µM;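 active = percentage of spot-positive cells more than 3 SD above its plate mean, without a fluorescence outlier flag or 80% toxicity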;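 note: spot-positive cell cutoff set from DMSO-treated cells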
# bCat nuc transl = modulators of beta-catenin nuclear translocation. HeLa beta-catenin nuclear translocation, immunofluorescence imaging. nuclear translocation activity, % at 5 µM. 0.3% of 190,000 active;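 active = nuclear translocation activity above 50% at 5 µM, with a well cell count of 50 or more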;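 note: per-cell ratio of nuclear to cytoplasmic median beta-catenin stain intensity; plate controls were DMSO negative control for no effect and GSK-3 inhibitor IX positive control for full effect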
#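 System: HeLa cells, endogenous beta-catenin; compound dosing: 5 µM primary single dose, 0.1% DMSO, 0.02–20 µM confirmation series; incubation: 24 h compound exposure at 37°C, 5% CO2; signal: beta-catenin immunofluorescence imaging with DAPI; evaluation: % activation, nuclear-to-cytoplasmic median beta-catenin signal ratio per cell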
# HEK293 NOD2/NF-kB = inhibition of NOD2-driven NF-kB reporter – cell-based, luminescence, uHTS, HEK293 (AID 1566) | HEK293 NOD2/NF-kB luciferase reporter, luminescence; higher % means a stronger effect | inhibition, % at 4 µM, or EC50 in µM where a hit was titrated | 0.63% of 290,000 active; in the data active = inhibition above about 50%; note: many of its hits are not listed in these tables
# Ins promoter up = MIN6 insulin promoter up-regulation. MIN6 insulin promoter-GFP reporter, high-content imaging; stronger effect = higher value. z-score at 5 µM. 0.3% of 190,000 active. AID 1625;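 active = z-score above 3 at 5 µM with at least 500 cells counted in the well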
# MT stabilize HCS = microtubule stabilization, imaging screen | HeLa tubulin immunostaining HCS, 24 h; share of cells brighter than vehicle mean+2SD | % tubulin-high responders, % at 10 µM | 0.83% of 200,000 active | AID 2205;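 active = plate Z-score above 3 for both tubulin-high and condensed-nucleus cell shares, with cell loss under 80%, at 10 µM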;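 note: anti alpha tubulin signal scored within the nucleus-defined area of each cell; some results filed as inactive read as strong as hits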
# WT yeast gro inh mutant strain = recorded beside WT yeast gro inh, whose call it bears; inhibition, %; mitochondrial fusion phenotypic screen, mutant strain inhibition
# Dynein transport cytoplasmic EGFP = recorded beside Dynein transport, whose call it bears; z-score; measured here: cytoplasmic GR-EGFP intensity; stronger effect = higher value
# Dynein transport nuclear GR-EGFP = second read-out of Dynein transport, no call of its own (marks repeat the call); z-score; measured here: nuclear GR-EGFP intensity;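 lower value marks the stronger effect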
# Dynein transport cell count = recorded beside Dynein transport, whose call it bears; z-score; measured here: cell count per field
# Ins promoter up cell count = recorded beside Ins promoter up, whose call it bears; cell count; measured here: cytotoxicity, nuclei count;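 total cells summed across four imaged fields per well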
# Hep lipid drop cells 6.5 µM = second read-out of Hep lipid drop, no call of its own (marks repeat the call); cell count; measured here: cell count, cytotoxicity flag;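 cells counted across two imaged fields per well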
# bCat nuc transl cell count 5 µM = recorded beside bCat nuc transl, whose call it bears; cell count; measured here: cell count, cytotoxicity flag
# MT stabilize HCS Hoechst-high % = also measured in MT stabilize HCS; calls as there; % Hoechst-high responders; measured here: nuclear condensation Hoechst responders;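 share of cells brighter than vehicle mean plus two SD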
# MT stabilize HCS cytotoxicity % = further read-out of MT stabilize HCS, marked with its call; toxicity, %; measured here: cytotoxicity by cell density;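 0% = mean cell density of plate MIN control wells and 100% = no cells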
# Autophagy mod cell loss 18 h = also measured in Autophagy mod; calls as there; toxicity, %; measured here: cell loss, nuclei count;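 cell loss after 18 h compound exposure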
# An asterisk follows results filed as active; i = inactive; . = not tested or not shown.
SMILES,Yfh1-depleted yeast,Dynein transport,Dynein transport cytoplasmic EGFP,Dynein transport nuclear GR-EGFP,Dynein transport cell count,WT yeast gro inh,WT yeast gro inh mutant strain,Hep lipid drop,Hep lipid drop cells 6.5 µM,Autophagy mod,Autophagy mod cell loss 18 h,bCat nuc transl,bCat nuc transl cell count 5 µM,HEK293 NOD2/NF-kB,Ins promoter up,Ins promoter up cell count,MT stabilize HCS,MT stabilize HCS Hoechst-high %,MT stabilize HCS cytotoxicity %
CC(c1ccccc1)C1C(C#N)=C(N)SC(N)=C1C#N (stereo not drawn),i,1.79,-0.16,0.848,-1.54,-0.8,-4.1,.,.,i,-13.5,-0.5,1183,3.1%,-0.31,1177,3.3,2.8,4.5
CC(SC1=NCCS1)C(=O)Nc1nnc(-c2ccc(Br)cc2)s1 (stereo not drawn),i,-1.9,-0.0313,-0.903,-0.352,18.9,17.5,-32.5,659,i,11.7,-0.9,1252,21.8%,-0.06,1942,6.8,1.5,1.0
COc1cc2nc(SCC(=O)c3ccc(Br)cc3)n3nc(C)nc3c2cc1OC,i,-0.69,-0.327,-0.663,0.735,-19.9,-40.8,-0.9,557,i,2.1,-0.8,944,9.8%,-0.69,1093,3.7,3.7,14.2
S=C(NCc1ccc(Cl)cc1)Nc1ccccc1,i,0.0885,-0.152,1.03,-0.887,45.7,6.9,3.8,706,i,13.8,1.0,503,-2.8%,0.26,990,3.9,2.1,7.8
Cc1nnc(SCC(=O)N2CCN(S(=O)(=O)c3ccc(Cl)cc3)CC2)n(N)c1=O,i,-0.382,-0.328,-0.226,0.542,0.8,6.0,.,.,i,4.9,-2.9,993,20.7%,-0.04,1351,6.3,3.5,2.6
CCCC(=O)Nc1ccc(Cc2ccc(NC(=O)CCC)c(C(=O)O)c2)cc1C(=O)O,i,-0.822,-0.0477,-0.528,0.714,-7.0,4.7,-2.8,640,i,9.2,-0.3,1528,21.0%,0.07,1417,1.9,1.5,6.1
CS(=O)(=O)c1cnc(-c2ccccc2)nc1Oc1ccc(F)cc1,i,0.317,-0.225,-0.238,-0.134,13.4,16.1,-2.1,620,i,-2.6,-1.0,1104,-26.6%,0.17,1910,0.8,1.8,10.1
COc1ccc2sc(NC(=O)CC(C)C)nc2c1,i,-0.232,-0.22,0.315,0.255,14.0,-1.6,.,.,i,6.2,0.0,806,-80.6%,0.19,1159,2.8,2.0,4.6
CCOc1ccc(C2=Nn3c(nnc3-c3ccccn3)SC2)cc1,i,-0.693,-0.152,-0.0628,-0.354,-8.7,-16.4,.,.,i,-0.4,0.6,1137,-8.9%,0.67,963,6.4,3.6,3.5
Cc1nc2sc(C(c3ccco3)N3CCC(Cc4ccccc4)CC3)c(O)n2n1 (stereo not drawn),i,-1.5,-0.17,-0.372,0.756,6.9,3.6,-8.8,747,i,-8.9,-2.8,1174,28.9%,-1.25,1024,3.2,1.6,5.6
CC(C)c1ccc(/C=C(\NC(=O)c2ccccc2)C(=O)NCCCN2CCOCC2)cc1,i,-0.543,-0.187,0.0479,0.398,.,.,2.4,679,.,.,0.0,1293,33.7%,-0.29,1146,.,.,.
O=C(Nc1cnc2ccccn2c1=O)c1ccc(Cl)cc1,i,-0.851,-0.133,-1.11,-0.123,-0.7,-13.6,.,.,i,-2.5,.,.,-64.0%,.,.,1.9,1.7,10.1
CC(=O)Nc1ccc(CN2CCN(c3cccc(C(F)(F)F)c3)CC2)cc1,i,-0.492,-0.216,-0.00974,0.643,16.6,4.5,25.0,777,i,2.3,.,.,1.4%,-0.36,796,1.8,0.9,9.7
COc1ccc(Cl)cc1N1CC(C(=O)Nc2nccs2)CC1=O (stereo not drawn),i,-0.55,-0.264,-0.381,0.17,4.7,3.9,-32.4,653,i,4.7,2.8,941,-5.1%,-0.15,1707,9.7,6.3,24.2
Cc1ccc(CNc2ccc(CNc3ncn[nH]3)cc2)cc1,i,-0.81,-0.198,-0.234,0.283,8.5,17.9,14.0,760,i,-6.3,.,.,-47.1%,0.8,869,1.8,2.1,7.1
Cc1ccc2[nH]c(=O)c3cc(C(=O)NCC4CCCO4)sc3c2c1 (stereo not drawn),i,-1.22,-0.302,-0.475,0.699,0.3,5.9,-7.8,696,i,14.1,0.5,1148,7.0%,-0.23,1315,5.4,1.5,7.6
O=C(Nc1cccc2ccccc12)C1CCN(C(=O)Cc2ccccc2)CC1,i,0.0556,-0.209,-0.34,0.0444,-0.5,0.8,-15.4,712,i,2.1,-4.3,522,-2.2%,-0.28,1275,3.7,1.3,3.6
COc1ccc(-c2nc3n(n2)C(c2ccccc2Cl)C(C(N)=O)=C(C)N3)cc1 (stereo not drawn),i,-0.616,-0.248,-0.246,0.494,11.0,1.9,.,.,i,-10.5,0.3,1116,-12.7%,-0.9,975,1.6,4.3,7.8
O=C(CSc1nc2ccc(Cl)cc2[nH]1)c1c[nH]c2ccccc12,i,0.794,-0.318,0.656,0.0105,-1.3,5.5,5.4,660,i,4.8,0.5,824,27.9%,-0.16,1576,2.4,1.4,1.1
O=C(NCc1ccc(Cl)cc1)c1ccccc1Oc1ccccc1,i,-0.521,-0.217,-0.468,0.564,60.5*,21.6*,.,.,i,-15.3,-4.5,1397,11.9%,0.17,1117,3.9,2.8,3.7
Cc1cccc(Nc2nc(N)c([N+](=O)[O-])c(N3CC(C)CC(C)C3)n2)c1 (stereo not drawn),i,-1.22,-0.328,-1.06,1.09,95.9*,83.4*,28.5,675,i,-17.8,1.3,518,16.6%,0.08,1345,1.5,3.1,14.2
O=C(CSc1ncn[nH]1)Nc1ccc(Cl)c(S(=O)(=O)N2CCOCC2)c1,i,0.767,-0.207,0.262,0.302,5.3,7.0,11.4,730,i,2.8,-0.4,1134,16.8%,-0.37,1228,3.0,2.2,0.4
COC(=O)c1cc(CNC(=O)c2cccc(Cl)c2Cl)ccc1OC,i,0.486,-0.118,1.08,-1.56,-6.0,-18.9,11.2,683,i,3.1,.,.,8.0%,-0.34,1181,1.5,2.0,11.2
CCNC(=S)Nc1ccc(Cl)cc1Cl,i,-0.596,-0.281,-0.559,0.601,-6.5,11.8,-8.0,591,i,-5.6,0.1,521,9.8%,-0.18,1161,4.4,2.6,8.0
Fc1ccccc1Nc1nc2ccccc2n2nnnc12,i,-0.0377,1.43,0.584,0.892,15.0,13.7,.,.,i,3.2,-5.8,1182,-24.5%,1.75,1144,2.0,4.9,10.1
# Next section:
SMILES,Yfh1-depleted yeast,Dynein transport,Dynein transport cytoplasmic EGFP,Dynein transport nuclear GR-EGFP,Dynein transport cell count,WT yeast gro inh,WT yeast gro inh mutant strain,Hep lipid drop,Hep lipid drop cells 6.5 µM,Autophagy mod,Autophagy mod cell loss 18 h,bCat nuc transl,bCat nuc transl cell count 5 µM,HEK293 NOD2/NF-kB,Ins promoter up,Ins promoter up cell count,MT stabilize HCS,MT stabilize HCS Hoechst-high %,MT stabilize HCS cytotoxicity %
COP(=O)(OC)C(Nc1ccc(C)cc1)c1ccc([N+](=O)[O-])cc1 (stereo not drawn),i,1.01,-0.262,0.676,-0.915,18.2,14.0,-2.0,623,i,5.9,-4.7,1181,-42.1%,0.19,1448,2.1,1.6,0.6
CC1(C)NC(=O)N(CCOCCOc2c(Cl)cc(Cl)cc2Cl)C1=O,i,0.344,-0.129,0.199,0.779,17.8,18.9,.,.,i,-0.7,.,.,16.7%,-0.58,990,2.8,3.6,11.5
CCn1c2ccccc2c2cc(NC(=O)c3ccc(C)c([N+](=O)[O-])c3)ccc21,i,0.121,-0.314,-0.227,0.0651,16.2,-16.0,-6.9,562,i,-2.4,2.0,971,22.5%,-2.25,961,11.5,10.1,18.9
Cc1nc2c(s1)sc1ccccc12,.,-0.734,-0.215,-0.2,0.547,35.0,26.5,.,.,i,-5.8,-4.4,1013,3.9%,-0.29,1269,1.6,1.6,5.3
NCc1ccc2[nH]c(=O)[nH]c2c1,i,0.0512,-0.124,0.0163,-0.277,-6.8,2.3,-4.3,682,i,-6.8,-2.8,1098,10.2%,0.08,1224,4.6,1.7,11.0
CCn1c(=O)c2c(nc3n2CCS3)n(C)c1=O,i,-0.446,-0.216,-0.622,0.733,-9.4,0.6,.,.,i,2.7,1.9,1334,17.4%,-0.66,1620,1.2,1.1,8.1
O=c1c2ccccc2cnn1-c1ccc(Cl)cc1,i,-0.186,-0.233,-0.229,0.436,-6.1,-1.6,.,.,i,2.1,-3.3,1009,11.8%,0.2,1217,3.8,1.6,10.3
CCN(CC)C(=O)CSc1nnc(-n2nc(C)cc2C)c2ccccc12,i,0.0373,-0.184,0.3,0.57,-1.4,4.7,.,.,i,5.0,-8.5,987,-8.2%,-1.35,1397,3.3,3.0,9.3

# Sorted by value in Dynein transport (smallest number first): three from the list above.
smiles	Dynein transport
Cc1nc2sc(C(c3ccco3)N3CCC(Cc4ccccc4)CC3)c(O)n2n1 (stereo not drawn)	-1.5
COc1ccc(-c2nc3n(n2)C(c2ccccc2Cl)C(C(N)=O)=C(C)N3)cc1 (stereo not drawn)	-0.616
CC(C)c1ccc(/C=C(\NC(=O)c2ccccc2)C(=O)NCCCN2CCOCC2)cc1	-0.543

# Only part of the results is shown; rates above refer to the full screens.
